HIF-2a block = blocks HIF-2a reporter activity; 786-0 RCC cells HIF-2a reporter, luciferase luminescence, overnight; inhibition, % at 18.8 µM; actives 0.72% (n = 360,000);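 active = inhibition of the luminescence signal of 40% or more relative to plate controls, in a single-dose primary screen at 18.75 µM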
Vif inh = blocks HIV Vif function; HEK293T cells, Vif self-association by quenched fluorescence, imaging, 24 h; inhibition, % at 7.49 µM; actives 0.35% (n = 340,000); in the data active = inhibition above about 50%, passing the limit was not always enough; also: some results filed as inactive read as strong as hits
NR2E3 ag-1 = NR2E3 (human) agonism. Q9Y5X4. GST-NR2E3/biotin-RetCOR TR-FRET, 1536-well. inhibition of corepressor binding, % at 4.78 µM. actives 0.12% (n = 320,000). AID 2300;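 active = percent inhibition above the cutoff of mean plus 3 SD of all tested compounds, set per screening campaign, cut at about 20% in these data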;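 also: 0% = DMSO wells and 100% = biotin wells as full block of FRET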
Target sequence (Q9Y5X4 whole entry, looked up): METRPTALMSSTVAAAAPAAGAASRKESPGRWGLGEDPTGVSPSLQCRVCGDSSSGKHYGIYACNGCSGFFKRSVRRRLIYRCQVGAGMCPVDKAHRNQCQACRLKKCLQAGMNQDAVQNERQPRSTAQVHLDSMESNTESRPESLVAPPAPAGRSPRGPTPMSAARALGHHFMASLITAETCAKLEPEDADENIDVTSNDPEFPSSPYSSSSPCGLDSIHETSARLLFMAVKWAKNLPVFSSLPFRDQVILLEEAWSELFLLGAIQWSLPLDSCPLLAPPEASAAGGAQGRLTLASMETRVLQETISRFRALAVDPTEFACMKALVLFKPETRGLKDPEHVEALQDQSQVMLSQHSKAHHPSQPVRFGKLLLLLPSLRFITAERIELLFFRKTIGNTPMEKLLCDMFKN
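Format: 1536-well format; test system: GST-NR2E3 and biotin-RetCOR proteins; read-out basis: percent inhibition of TR-FRET ratio; timing: 5 h incubation at 4 °C; detection: time-resolved FRET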
PDI turbidity = inhibitors of human protein disulfide isomerase. PDI insulin aggregation turbidity, A650, 90 min. AID 588391. actives 0.052% (n = 350,000). inhibition, % at 10 µM. P07237;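 active = mean inhibition across replicates of 30% or more, whatever share of single replicates reach that level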;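 also: absorbance from insulin aggregation driven by PDI reduction with DTT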
Target sequence (P07237 whole entry, looked up): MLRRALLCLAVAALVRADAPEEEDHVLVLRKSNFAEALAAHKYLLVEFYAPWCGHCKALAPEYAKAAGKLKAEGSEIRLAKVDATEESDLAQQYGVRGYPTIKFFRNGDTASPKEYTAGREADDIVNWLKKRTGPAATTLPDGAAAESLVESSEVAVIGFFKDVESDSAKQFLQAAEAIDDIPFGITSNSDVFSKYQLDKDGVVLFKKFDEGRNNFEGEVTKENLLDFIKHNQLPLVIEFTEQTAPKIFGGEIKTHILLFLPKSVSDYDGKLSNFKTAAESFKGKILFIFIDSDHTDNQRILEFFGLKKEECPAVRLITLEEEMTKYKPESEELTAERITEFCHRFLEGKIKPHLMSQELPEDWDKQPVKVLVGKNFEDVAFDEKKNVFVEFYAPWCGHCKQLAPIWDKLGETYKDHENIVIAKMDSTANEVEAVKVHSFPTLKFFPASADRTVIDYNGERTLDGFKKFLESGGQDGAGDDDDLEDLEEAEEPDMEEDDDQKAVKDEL
MITF TRPM1 inh = reduces MITF-dependent TRPM1 promoter luciferase signal; SK-MEL-5 TRPM1 promoter luciferase, 24 h; inhibition, % at 12.5 µM; actives 0.83% (n = 330,000);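 active = mean inhibition across replicates of 60% or more, whatever share of single replicates reaches that level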; also: values of inactives mirror those of a sister screen read the other way
Peg3 promoter = Peg3 promoter activity inhibition; inhibition, % at 20 µM; actives 1.7% (n = 360,000); AID 588405; HeLa PEG-Prom luciferase reporter, luminescence, overnight;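 active = inhibition of at least 50% at 20 µM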
Shn3 3UTR inh = inhibitors of Schnurri-3 3'UTR reporter in osteoblasts. Clone20 osteoblast Shn3 3'UTR firefly luciferase, 24 h. AID 588674. inhibition, % at 12.5 µM. actives 0.52% (n = 360,000);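 active = mean inhibition of at least 75% with every replicate also reaching 75%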;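 also: 0% = median of neutral control wells and 100% = pilot-screen positive control compound; some compounds past the cut are filed as inactive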
KKLEB tox = CF airway cell cytotoxicity counter-screen; actives 0.36% (n = 360,000); KKLEB CF airway cells viability, ATPlite luminescence, overnight; active compounds read low; cells stimulated with P. aeruginosa culture filtrate; AID 602141; activity change (cytotoxicity), % at 5 µM;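 active = corrected activity change at or below -50% at 5 µM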
CaV13 ICDI inh = Primary screen for inhibitors of IQ motif and Ca2+-dependent inactivation inhibitor domain binding in CACNA1D, Förster resonance energy transfer in living cells, … | HEK cells, CFP/YFP FRET ICDI-IQ, plate reader, 10 min; percent FRET-ratio fall versus neutral wells | inhibition, % at 12.3 µM | actives 0.098% (n = 340,000) | AID 743397;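 active = mean replicate inhibition of at least 30% and at least 1% of replicates passing that level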;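 also: 0% = median of the neutral control wells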
CF NFkB inh = blocks PAF-induced NF-kB reporter in cystic fibrosis cells; actives 0.86% (n = 360,000); KKLEB NF-kB-GFP reporter, GFP fluorescence overnight; AID 588850; inhibition, % at 5 µM;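 active = at least 50% inhibition at 5 µM, scaled per plate between neutral and stimulator controls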;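 also: PAF is a Pseudomonas aeruginosa culture filtrate used as stimulus; plate controls were PAF-stimulated DMSO wells for no effect and unstimulated DMSO wells for full effect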
NR2E3 ag-2 = human photoreceptor-specific nuclear receptor agonism; AID 602229; CHO-S Gal4-NCOR/VP16-NR2E3 two-hybrid, luciferase; actives 0.35% (n = 360,000); Q9Y5X4; inhibition of corepressor binding, % at 3.98 µM;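 active = inhibition above the mean of all tested compounds plus 3 SD, cut at about 70% in these data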;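 also: 0% = DMSO with NR2E3 transfected cells and 100% = cells lacking NR2E3 construct; higher means lower luciferase signal from less NR2E3 corepressor binding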
An asterisk follows results filed as active; . = no result given; & = joins results of further samples.

SMILES | HIF-2a block | Vif inh | NR2E3 ag-1 | PDI turbidity | MITF TRPM1 inh | Peg3 promoter | Shn3 3UTR inh | KKLEB tox | CaV13 ICDI inh | CF NFkB inh | NR2E3 ag-2
O=C1NC2(CCCCCC2)Oc2ccccc21 | 23 | -6 | 2 | 3 | -3 | -6 | -12 | 4 | -4 | -19 | 4
CCN(CC)C(=O)CSc1nnc(-c2ccccn2)n1-c1ccccc1OC | 17 | -2 | -2 | 0 | 6 | 18 | -11 | 7 | -4 | -9 | -9
COC(=O)CCC(=O)N1CCCC(N2CCN(c3cccc(C(F)(F)F)c3)CC2)C1 (configuration not stated) | 12 | 2 | 2 | -1 | 5 | 0 | -6 | -3 | -3 | -1 | -11
O=C(Nc1ccnn1C1CCN(C2CCC2)CC1)c1ccccc1 | 14 | 5 | 1 | 8 | 7 | 14 | 4 | -1 | -5 | 4 | -5
CCNC(=S)NS(=O)(=O)c1ccc(Cl)cc1 | 11 | 3 | 2 | 0 | -7 | 17 | 8 | 6 | . | 12 | 10
COc1ccc(NC(=S)NCCc2ccc(Cl)cc2)c(OC)c1 | 19 | . | 4 | -11 | -5 | 14 | -15 | -4 | -4 | 9 | -13
COCCCNC(=O)c1ccc(Cn2c(=O)c3ccccc3n(Cc3cc(C)ccc3C)c2=O)cc1 | 9 | -6 | 4 | -6 | 1 | 39 | 49 | 10 | -4 | 0 | -5
O=C(COC(=O)c1ccco1)c1ccc(S(=O)(=O)N2CCCCC2)cc1 | 7 | -10 | 2 | 3 | -9 | 5 | 3 | -6 | -4 | 23 | -1
COC(=O)N1CCN(CCc2ccccc2)CC1 | 8 | 20 | 0 | 3 | -9 | 5 | -8 | -8 | -3 | -4 | 4
Cc1cccc(C(=O)Nc2ccnc(-c3ccncc3)n2)c1 | -9 | 0 | 6 | 8 | 4 | 3 | 0 | -4 | 2 | 4 | -33
COc1ccc(NC(=O)Nc2ccc3c(c2)CC(=O)N([C@H](C)CO)C[C@@H](C)[C@H](CN(C)C(=O)Nc2ccccc2)O3)cc1 | -4 | 8 | . | -84 | -6 | -5 | -3 | -14 | -4 | -39 | -13
Cc1ccc(CCNC(=O)C2CCN(S(=O)(=O)N3CCCCC3)CC2)cc1 | -16 | -1 | -4 | 4 | 9 | -6 | -21 | 3 | -3 | 4 | -15
COc1ccc([C@@H]2[C@@H]3C(=O)N(C(C)(C)C)C(=O)[C@@H]3[C@]3(Cc4ccccc4)C(=O)N(c4cccc(F)c4)C(=O)N23)cc1 | -6 | -5 | 3 | 2 | -6 | -3 | -10 | -2 | -11 | 15 | 14
C#CCOc1ccc(C2C3=C(CC(C)(C)CC3=O)N(CC(=O)O)C3=C2C(=O)CC(C)(C)C3)cc1 | 6 | 0 | 4 | -1 | 3 | 9 | 4 | -6 | 5 | 3 | -40
C=CCNc1nc(Cl)nc(Nc2ccc(OCC)cc2)n1 | 9 | 8 | 0 | 23 | -4 | 10 | 3 | 8 | 2 | 6 | -18
CSCc1c(C(=O)Nc2ccc(N3CCOCC3)cc2)oc2ccccc12 | -26 | -14 | -3 | 2 | -5 | -3 | -8 | 0 | -2 | 17 | -12
Cc1nn(Cc2ccccc2)c(C)c1NC(=O)CSc1nc2c(c(C(F)(F)F)n1)CCc1ccccc1-2 | 17 | 6 | 3 | -9 | -10 | 19 | 2 | -7 | -6 | 7 | -16
CCOC(=O)CSc1nc(-c2ccccc2)nc2ccc(C)cc12 | 19 | -2 | 0 | 11 | -5 | 8 | 2 | 10 | 6 | -3 | 14
CCOc1ccc(OCCC(=O)OCC(=O)c2c(N)n(CC(C)C)c(=O)n(C)c2=O)cc1 | 10 | -6 | . | 3 | . | -6 | 20 | 0 | -10 | -4 | 24
Cc1ccc(NC(=O)COC(=O)CCc2c[nH]c3ccccc23)cc1[N+](=O)[O-] | 8 | 11 | -1 | -12 | 10 | -2 | 0 | -5 | -3 | -4 | 3
CCc1ccc(OCC(=O)N/N=C(\C)c2ccc(-n3ccnc3)cc2)cc1 | -110 | 1 | -1 | -8 | -62 | -164 | -8 | -13 | -3 | -10 | -17
CCOc1ncccc1C(=O)NCc1ccccc1F | 19 | 0 | 1 | 0 | -9 | 12 | 2 | -18 | -20 | 25 | -22
O=C(NCCCN1CCOCC1)c1ccc(S(=O)(=O)N2CCOCC2)cc1 | 21 | 23 | 2 | 14 | 13 | 17 | -10 | -5 | . | 17 | -11
CCN1CCN(c2ccc(S(=O)(=O)N3CCCCC3)cc2NC(=O)CC(NC(C)=O)c2ccccc2)CC1 (configuration not stated) | 13 | 7 | 3 | -5 | 4 | -16 | -14 | 12 | -2 | 6 | -3
Cc1ccc(Cl)cc1-c1cc(C(=O)N2CCN(c3ccncc3)CC2)[nH]n1 | -5 | . | . | 13 | . | 11 | 7 | 11 | -5 | -15 | -3
SMILES | HIF-2a block | Vif inh | NR2E3 ag-1 | PDI turbidity | MITF TRPM1 inh | Peg3 promoter | Shn3 3UTR inh | KKLEB tox | CaV13 ICDI inh | CF NFkB inh | NR2E3 ag-2
COc1ccc(CNC(=O)c2ccc(Cn3cc(Cl)cn3)o2)cc1 | 13 | 32 | 3 | -6 | 10 | 5 | 17 | 3 | -4 | 7 | -11
CCC(=O)Nc1ccc(C(=O)CSc2nnc(CNc3ccc(Cl)cc3)o2)cc1OC | 15 | -8 | 4 | -1 | 16 | -9 | 75 | -5 | . | 0 | 8
Cc1coc2cc3oc(=O)c(CCC(=O)NCCN4CCOCC4)c(C)c3cc12 | -3 | -3 | 0 | . | -15 | 9 | 35 | 12 | . | -6 | -5
O=C(COc1ccc(Cl)cc1)N1CCN(Cc2ccc3c(c2)OCO3)CC1 | 6&10 | 0&-3 | -2&3 | -2&1 | 3&6 | 9&7 | -15&10 | -1&-6 | -5&-8 | 10&5 | -6&10
C/C(=N/NC(=O)c1ccc(Cl)s1)c1cccnc1 | -92 | -10 | 2 | 10 | -22 | -84 | -28 | 8 | . | -9 | -41
CCCC(C)(C)C(=O)N1CCC1(C)C(=O)NS(=O)(=O)c1ccc(Cl)cc1 (configuration not stated) | 8 | 1 | . | -5 | . | 23 | -10 | 1 | -6 | -7 | -18
O=C1NN=C(c2ccc(Cl)cc2)CC1c1c[nH]c2ccccc12 (configuration not stated) | -11 | -13 | 3 | -2 | 12 | 13 | 13 | 6 | -2 | 1 | 6
CCCCn1c(NC(=O)c2ccco2)c(S(=O)(=O)c2ccc(C)cc2)c2nc3ccccc3nc21 | 2 | -3 | . | -8 | -9 | 29 | -13 | 12 | -4 | 3 | -18
O=C(CCN1C(=O)/C(=C/c2ccc3c(c2)OCO3)SC1=S)Nc1ccc(C(=O)O)cc1 | -6 | -4 | -1 | 21 | -10 | -7 | -8 | 2 | -23 | 5 | -40
Cc1ccc(CNS(=O)(=O)c2c(C(=O)N3CCCCCC3)c(C)n(C)c2C)cc1 | 11 | 6 | -3 | 1 | 8 | 4 | -3 | -2 | -7 | -6 | -16
COc1ccc(N(Cc2nnc3n2CCCCC3)C(=O)Nc2ccccc2)cc1 | 15 | -8 | 2 | 4 | 8 | 5 | 3 | 2 | -16 | 0 | -5
COc1ccc(NC(=O)CCC(=O)N(Cc2ccc(OC)c(OC)c2)c2nccs2)cc1 | -9 | -1 | 2 | 1 | -1 | -3 | -8 | -22 | -5 | 3 | .
Cn1c(=O)[nH]c(=O)c2c1nc(N1CCCCC1)n2CC(O)COc1ccccc1 (configuration not stated) | 15 | -4 | -3 | 1 | -9 | 4 | -3 | -5 | -10 | 6 | 1
C=CC(=O)NC(C)(C)Cc1ccccc1 | 3 | 20 | 0 | 6 | 6 | 17 | -1 | 10 | -6 | -3 | 2
Cc1ccccc1-c1cc2nc(OCC3CCCO3)n(C)c(=O)c2s1 (configuration not stated) | -19 | 7 | . | 1 | . | -4 | -43 | 2 | -6 | -1 | 4
CC1CCCN(c2nc3c(c(=O)n(C)c(=O)n3C)n2Cc2ccccc2)C1 (configuration not stated) | 15 | 0 | 3 | 5 | -4 | 8 | 3 | 6 | -4 | 8 | -39
CCCn1c(C(C)NC(=O)c2ccccc2)n[nH]c1=S (configuration not stated) | 6 | -6 | -4 | -1 | 6 | 7 | 15 | -6 | -2 | 2 | 11
COc1ccc(CC(=O)Nc2c(C(=O)N3CCN(c4ncccn4)CC3)oc3ccccc23)cc1 | -8 | 1 | 0 | -6 | 4 | 10 | 11 | -9 | -14 | 15 | 21
CCOC(=O)C1CCCN(c2c(NCCCN(C)Cc3ccccc3)c(=O)c2=O)C1 (configuration not stated) | 3 | 3 | 0 | -2 | -3 | 0 | -9 | 8 | -8 | -9 | -3
COc1cccc(NC(=O)c2ccccc2N2C(=O)C3C4C=CC(C4)C3C2=O)c1 (configuration not stated) | 2 | -6 | 3 | 5 | 4 | -14 | -5 | -10 | . | 4 | -28
CS(=O)(=O)N1CCN(C(=O)c2cc(-c3ccccc3)nc3ccccc23)CC1 | -31 | . | 5 | 6 | -8 | -1 | -4 | 18 | -8 | -10 | -6
O=C(OCCCN1CCCCC1)c1ccc(O)cc1 | 15 | -11 | 4 | 25 | -20 | 4 | -11 | -1 | . | 0 | 0
O=C(COc1ncnc2c(Cl)cc(Cl)cc12)N1CCCCC1 | 1 | 14 | 5 | -10 | 3 | -8 | -8 | -7 | -6 | -9 | 3
Cc1cc(S(=O)(=O)N2CCOCC2)ccc1OCC(=O)Nc1ccc(F)cc1F | 10 | 36 | -3 | -4 | -1 | 0 | 6 | 5 | -3 | -9 | -7
CCCCC(NC(=O)Cc1c(C)c2cc3c4c(oc3c(C)c2oc1=O)CCCC4)C(=O)O (configuration not stated) | 17 | 4 | 0 | 2 | 1 | 15 | -2 | -4 | -3 | -6 | -1
CCCOc1ccc(Cl)cc1Nc1nc(NCCO)nc(N2CCCC2)n1 | 10 | 4 | -1 | 0 | -9 | 10 | 1 | 0 | -5 | 7 | 12
O=C(CNC(=O)c1ccc(Cl)cc1)Nc1ccccc1C(F)(F)F | 14 | -1 | -1 | -3 | -3 | 17 | -10 | 3 | -14 | -1 | -2
N#C/C(=C(/O)c1ccc2c(c1)OCO2)c1nc2cc(C(F)(F)F)ccc2s1 | -74 | -1 | 3 | 0 | -35 | 6 | -27 | -32 | -12 | 42 | -46
COc1ccc(NC(=S)N(CCO)Cc2ccccc2)cc1 | -55 | 5 | 1 | 2 | -12 | -53 | 4 | -15 | . | 3 | -17
COc1ccc(C/C(C)=N/NC(=O)c2cccnc2)cc1 | 16 | -3 | 0 | -7 | -7 | -5 | -4 | -2 | -2 | -7 | 30

3 entries already listed, arranged by the number in CaV13 ICDI inh, ascending:
Molecule,HIF-2a block,Vif inh,NR2E3 ag-1,PDI turbidity,MITF TRPM1 inh,Peg3 promoter,Shn3 3UTR inh,CaV13 ICDI inh,CF NFkB inh,NR2E3 ag-2
CCc1ccc(OCC(=O)N/N=C(\C)c2ccc(-n3ccnc3)cc2)cc1,-110,1,-1,-8,-62,-164,-8,-3,-10,-17
COc1ccc(C/C(C)=N/NC(=O)c2cccnc2)cc1,16,-3,0,-7,-7,-5,-4,-2,-7,30
C#CCOc1ccc(C2C3=C(CC(C)(C)CC3=O)N(CC(=O)O)C3=C2C(=O)CC(C)(C)C3)cc1,6,0,4,-1,3,9,4,5,3,-40
